TRHR PAM = qHTS for Small Molecule Agonists and Allosteric Enhancers of Human TRH Receptor: Primary Screen for Enhancers; Thyrotropin-releasing hormone receptor (Homo sapiens), P34981; TRHR cells, fluo-8 calcium fluorescence, EC20 TRH enhancement; enhancement, % at 2 µM; 0.66% of 360,000 active; in the data active means enhancement above about 30%; further: 0% is about no effect
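Enhancer read-out: after compound pinning and an initial kinetic agonist-mode read, an EC20 of TRH (10 nM final) was injected and fluo-8 calcium signal (Ex 480/Em 530) followed at 1 s/cycle for 100 cycles in TRHR-expressing cells.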
D2 potentiator = HTS Assay for Positive Allosteric Modulators of the Human D2 Dopamine Receptor: Primary Screen for Potentiators; HEK293 T-REx D2, calcium flux, EC20 dopamine potentiation; potentiation, % at 10 µM; 0.34% of 340,000 active; AID 485347, 2010;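 active means potentiation over 3 SD above the plate norm, cut at about 30% in these data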; further: 0% is about no effect
Target sequence (P14416 whole entry, looked up): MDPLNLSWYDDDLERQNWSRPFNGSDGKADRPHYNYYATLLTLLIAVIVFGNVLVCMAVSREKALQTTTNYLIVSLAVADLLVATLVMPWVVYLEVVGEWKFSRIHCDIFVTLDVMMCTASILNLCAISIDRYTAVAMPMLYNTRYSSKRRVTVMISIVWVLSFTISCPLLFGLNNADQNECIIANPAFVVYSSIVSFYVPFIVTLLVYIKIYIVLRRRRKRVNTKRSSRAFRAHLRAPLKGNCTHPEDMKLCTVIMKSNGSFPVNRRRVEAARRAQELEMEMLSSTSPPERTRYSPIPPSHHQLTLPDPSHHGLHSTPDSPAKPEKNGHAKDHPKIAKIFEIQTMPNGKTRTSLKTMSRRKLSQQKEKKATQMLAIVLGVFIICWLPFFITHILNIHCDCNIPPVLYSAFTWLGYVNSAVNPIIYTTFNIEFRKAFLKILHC
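Tetracycline-induced Hek293 Trex D2 cells, force-coupled to calcium, loaded with no-wash calcium dye. Compound added with 180 s kinetic read for agonism, then EC20 dopamine and a further 180 s read for potentiation.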
TRHR agonist = qHTS for Small Molecule Agonists and Allosteric Enhancers of Human TRH Receptor: Primary Screen for Agonists; TRHR cells, calcium flux fluo-8, FDSS agonist mode; activation, % at 2 µM; 0.18% of 360,000 active; further: 0% is about no effect
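Read-out: compound-evoked intracellular calcium rise in TRHR cells, fluo-8 dye, kinetic FDSS fluorescence at 1 s/cycle following a 10-cycle baseline. Cells cultured overnight before dye loading (30 min–1.5 h, RT).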
D1 potentiator = Potentiators of Human D1 Dopamine Receptor: qHTS; HEK293 TREx D1 cells, calcium flux, dopamine EC20 potentiation; 0.036% of 360,000 active; potentiation, % at 10 µM; AID 504651, 2011; in the data active means potentiation above about 30%; further: 0% is about no effect
Target sequence (P21728 whole entry, looked up): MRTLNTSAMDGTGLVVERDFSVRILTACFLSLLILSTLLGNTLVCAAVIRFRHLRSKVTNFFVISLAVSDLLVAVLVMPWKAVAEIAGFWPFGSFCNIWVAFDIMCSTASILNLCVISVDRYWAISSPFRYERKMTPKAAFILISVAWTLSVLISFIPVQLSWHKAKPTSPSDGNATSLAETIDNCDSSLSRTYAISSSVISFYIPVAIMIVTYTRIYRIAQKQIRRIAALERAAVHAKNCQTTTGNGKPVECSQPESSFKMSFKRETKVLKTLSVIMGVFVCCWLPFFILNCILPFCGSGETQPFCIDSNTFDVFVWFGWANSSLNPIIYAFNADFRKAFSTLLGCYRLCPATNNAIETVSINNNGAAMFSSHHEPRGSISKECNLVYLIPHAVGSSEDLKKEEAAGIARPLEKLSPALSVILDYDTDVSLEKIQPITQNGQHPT
D1 agonist = Allosteric Agonists of the Human D1 Dopamine Receptor: qHTS; D(1A) dopamine receptor (Homo sapiens), P21728; HEK293 T-REx D1 cells, calcium flux, agonist mode; activation, % at 2 µM; 1% of 360,000 active; further: 0% is about no effect
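Agonism was scored from calcium flux recorded over 180 s (1 read/s) after pintool compound addition, following a 10-cycle baseline. Cells were inducible force-coupled HEK293 TREx D1, plated overnight at 30 C and loaded with no-wash calcium dye.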
D2 antagonist = HTS Assay for Allosteric Antagonists of the Human D2 Dopamine Receptor: Primary Screen for Antagonists | inhibition, % at 10 µM | AID 485344, 2010 | HEK293 TREx D2 cells, calcium flux, dopamine EC80 | D(2) dopamine receptor (Homo sapiens), P14416 | 2% of 340,000 active; in the data active means inhibition above about 30%; further: 0% is about no effect
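Measurement of antagonist activity uses fluorescent calcium dye in inducible HEK293 T-REx D2 cells: 10 s baseline, compound addition with 180 s read, EC80 dopamine addition with a further 180 s read.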
D1 antagonist = Antagonist of Human D 1 Dopamine Receptor: qHTS; 3.2% of 360,000 active; AID 504652, 2011; activity change, negative = inhibition, % at 10 µM; HEK293 TREx D1 cells, calcium flux, dopamine EC80; hits give low values; in the data active means activity change below about -30%; further: on the % scale 0 is the no-effect control and ±100 the full control effect
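HEK293 T-REx cells expressing inducible, force-coupled D1 receptor; no-wash Ca dye, 30–90 min RT. Cmpd → 180 s read at 1 Hz → EC80 DA → 180 s read.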
RXFP1 antagonist = qHTS Assay for Antagonists of the Relaxin Receptor RXFP1; Relaxin receptor 1 (Homo sapiens), Q9HBX9; HEK293-RXFP1, relaxin-stimulated cAMP HTRF, 30 min; hits give low values; activity change, negative = inhibition, % at 57.5 µM; 0.59% of 350,000 active;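 active means activity change of -60% or lower, but not beyond a set lower limit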; further: on the % scale 0 is the no-effect control and ±100 the full control effect
D2 ag = HTS Assay for Allosteric Agonists of the Human D2 Dopamine Receptor: Primary Screen for Agonists. HEK293 T-REx D2 cells, calcium flux agonist mode. 0.53% of 340,000 active. activation, % at 2 µM. D(2) dopamine receptor (Homo sapiens), P14416;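 active means activation over 3 SD above normal in the single-dose calcium agonist read, cut at about 30% in these data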; further: 0% is about no effect
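Agonism scored from kinetic calcium signal (1 read/sec, 180 s) following compound pin transfer, after a 10 s baseline. Cells: HEK293 Trex line expressing inducible D2 receptor coupled to calcium, dye-loaded after overnight culture at 30 C.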
The depositor's hits bear a star; x = not tested or not shown. Unless noted, no stated cut-off is given here; in the data, active means activation above about 30%; inactive means the rest.

The opening ten entries, to show the layout:
SMILES | TRHR PAM | D2 potentiator | TRHR agonist | D1 potentiator | D1 agonist | D2 antagonist | D1 antagonist | RXFP1 antagonist | D2 ag
Cc1ccc(/C=C(/NC(=O)c2ccccc2)C(=O)NCCc2c[nH]c3ccccc23)o1 | -3 | -3 | 1.0 | 2 | 0 | -13 | 3 | -10 | 0.9
COc1cc(C2C(C#N)=C(C)NC3=C2C(=O)CC(C)(C)C3)cc(OC)c1O (stereo not drawn) | -7 | 12 | -0.1 | 2 | 0 | -8 | 9 | -16 | 1.0
Cc1ccc(Cn2c(SCc3cccnc3)nc3c2c(=O)n(C)c(=O)n3C)cc1 | -1 | 16 | -0.5 | -1 | 2 | 0 | 14 | 11 | -2.3
CCOc1cc(CNCCc2ccc(S(N)(=O)=O)cc2)ccc1OCC(=O)NC1CCCCC1 | 4 | -2 | 0.5 | -4 | 0 | 18 | -4 | -6 | -0.1
CCOC(=O)CN(C(=O)CSc1nnc(-c2ccc(OC)c(OC)c2)o1)c1ccccc1 | -7 | 11 | -1.5 | -1 | 1 | 1 | 0 | 3 | 0.7
CCOC(=O)COc1ccc2c(=O)c(-c3ccccc3)coc2c1 | -3 | -25 | -1.2 | -2 | 0 | -8 | -16 | 1 | -2.4
Cc1cc(NC(=O)CSc2nnc(CNC(=O)c3ccccc3)o2)no1 | 1 | -3 | -0.1 | 6 | 4 | -13 | 0 | -12 | -1.0
CCC1CSC(Nc2ccc(C(=O)/C=C/c3ccc(Oc4ccccc4)cc3)cc2)=N1 (stereo not drawn) | -3 | -1 | 0.5 | 0 | 5 | x | 22 | -16 | x
COc1ccc(C2=NOC(C(=O)NC(C)(C)C)C2)cc1 (stereo not drawn) | 0 | 2 | -0.2 | -5 | 1 | -11 | -6 | -18 | 0.9
Cc1ccc(-c2nnn(CC(=O)Nc3nnc(C(C)C)s3)n2)cc1 | -1 | 2 | 0.5 | 2 | 2 | 11 | -4 | -9 | 0.6

The listing, repeating the preview:
SMILES | TRHR PAM | D2 potentiator | TRHR agonist | D1 potentiator | D1 agonist | D2 antagonist | D1 antagonist | RXFP1 antagonist | D2 ag
Cc1ccc(/C=C(/NC(=O)c2ccccc2)C(=O)NCCc2c[nH]c3ccccc23)o1 | -3 | -3 | 1.0 | 2 | 0 | -13 | 3 | -10 | 0.9
COc1cc(C2C(C#N)=C(C)NC3=C2C(=O)CC(C)(C)C3)cc(OC)c1O (stereo not drawn) | -7 | 12 | -0.1 | 2 | 0 | -8 | 9 | -16 | 1.0
Cc1ccc(Cn2c(SCc3cccnc3)nc3c2c(=O)n(C)c(=O)n3C)cc1 | -1 | 16 | -0.5 | -1 | 2 | 0 | 14 | 11 | -2.3
CCOc1cc(CNCCc2ccc(S(N)(=O)=O)cc2)ccc1OCC(=O)NC1CCCCC1 | 4 | -2 | 0.5 | -4 | 0 | 18 | -4 | -6 | -0.1
CCOC(=O)CN(C(=O)CSc1nnc(-c2ccc(OC)c(OC)c2)o1)c1ccccc1 | -7 | 11 | -1.5 | -1 | 1 | 1 | 0 | 3 | 0.7
CCOC(=O)COc1ccc2c(=O)c(-c3ccccc3)coc2c1 | -3 | -25 | -1.2 | -2 | 0 | -8 | -16 | 1 | -2.4
Cc1cc(NC(=O)CSc2nnc(CNC(=O)c3ccccc3)o2)no1 | 1 | -3 | -0.1 | 6 | 4 | -13 | 0 | -12 | -1.0
CCC1CSC(Nc2ccc(C(=O)/C=C/c3ccc(Oc4ccccc4)cc3)cc2)=N1 (stereo not drawn) | -3 | -1 | 0.5 | 0 | 5 | x | 22 | -16 | x
COc1ccc(C2=NOC(C(=O)NC(C)(C)C)C2)cc1 (stereo not drawn) | 0 | 2 | -0.2 | -5 | 1 | -11 | -6 | -18 | 0.9
Cc1ccc(-c2nnn(CC(=O)Nc3nnc(C(C)C)s3)n2)cc1 | -1 | 2 | 0.5 | 2 | 2 | 11 | -4 | -9 | 0.6
COc1ccccc1CNC(=O)c1cnn2c(C)c(Cc3ccc(F)cc3)c(C)nc12 | 5 | -7 | -0.2 | 3 | -2 | x | 19 | -20 | 0.6
CCCCOc1ccc(C2=NC(c3cccs3)=Nc3ccc(CC)cc3N2)cc1 | 5 | -4 | 0.7 | 3 | 0 | x | -8 | -11 | -0.4
NS(=O)(=O)c1ccc(CCNC(=O)c2ccc(Cl)cc2[N+](=O)[O-])cc1 | -3 | 21 | 0.1 | 2 | 1 | 4 | -4 | 11 | 1.2
Cc1cccc(CCN2CCN=C2N(C)C)c1 | 3 | x | -0.2 | -3 | 5 | x | 21 | x | x
O=C1Nc2ccccc2S/C1=C/c1cccs1 | 4 | -1 | 0.8 | -5 | 5 | 6 | -8 | -11 | -0.5
COc1ccc(C(=O)N2CCC(C(=O)Nc3ccccc3Cl)CC2)cc1 | 3 | -3 | -0.3 | 2 | -1 | x | -2 | -12 | -1.7
COc1ccc(-c2csc3nc(-c4ccccc4C)oc(=O)c23)cc1OC | 20 | 3 | 1.6 | 2 | 2 | x | -2 | x | -0.1
CSc1ccc(C2Nc3ccccc3-c3cc(C)nn32)cc1 (stereo not drawn) | -8 | -1 | -0.6 | -2 | 1 | -10 | -11 | -5 | 0.2
CCN(C(=O)c1c(C)oc2ncn(CC(C)C)c(=O)c12)c1cccc(Cl)c1 | -7 | 2 | 0.3 | -4 | -1 | x | -21 | x | 0.6
O=C(O)/C(=C\c1ccco1)NC(=O)c1cccc2ccccc12 | 3 | -4 | -0.2 | -1 | 1 | 1 | 11 | 3 | 0.3
Cc1ccc(S(=O)(=O)N(C)C)cc1NC(=O)COC(=O)CNC(=O)C12CC3CC(CC(C3)C1)C2 | 0 | -12 | -0.2 | -1 | 0 | 1 | -15 | -9 | 1.0
O=C(NC(=S)Nc1ccc(NC(=O)c2ccccc2)cc1)c1ccc(F)cc1 | 3 | 2 | 1.9 | 1 | 11 | 8 | -13 | 9 | 0.8
O=C(NCCc1ccc(C(F)(F)F)cc1)C1CCC(=O)N(CCCN2CCCC2=O)C1 (stereo not drawn) | 5 | -7 | 0.0 | -9 | 0 | -6 | -40* | 4 | 0.7
NC(=O)C1CCN(C(=O)C2CCC(=O)N(CC3CCCCC3)C2)CC1 (stereo not drawn) | -1 | -7 | 0.1 | 0 | 1 | -9 | 26 | 3 | 0.1
CCC(=O)Nc1c(C(=O)N2CCN(c3ccc(F)cc3)CC2)oc2ccccc12 | -9 | 5 | 0.9 | -4 | 0 | x | 2 | x | 0.1
SMILES | TRHR PAM | D2 potentiator | TRHR agonist | D1 potentiator | D1 agonist | D2 antagonist | D1 antagonist | RXFP1 antagonist | D2 ag
CCC(Oc1ccc(Br)cc1Cl)C(=O)Nc1nnc(C2CC2)s1 (stereo not drawn) | -5 | -1 | 0.3 | -1 | 13 | -20 | 21 | -26 | 0.1
CCCCCCSC1=C(C#N)C(c2ccccc2)CC(=O)N1 (stereo not drawn) | 2 | -2 | 0.7 | -4 | 1 | x | 0 | -11 | x
COc1ccccc1CCC(=O)NCCCn1ccc2ccccc21 | 7 | 11 | -1.2 | -2 | 4 | 20 | 4 | -6 | -2.2
Oc1ccc(N=Cc2cc(Br)c(N3CCOCC3)o2)cc1 | -1 | 0 | 0.1 | 4 | 2 | -15 | -6 | -7 | 0.1
CCN(CC)c1ccc(/C=N/n2nnnc2N)c(O)c1 | 3 | 8 | -0.3 | 13 | 0 | 12 | -6 | 7 | -1.0
COc1ccccc1N1CCN(S(=O)(=O)CCNC(=O)c2ccccc2Br)CC1 | 0 | 6 | -0.5 | -2 | 3 | -19 | 4 | -4 | -0.4
O=C(CSc1nc2ccccc2n1Cc1ccccc1Cl)NCc1ccccc1 | -2 | x | -0.3 | 1 | 2 | x | -1 | x | -1.8
COc1ccc(CCNC(=O)CC(=O)N/N=C/c2ccc(Br)cc2)cc1OC | 12 | -2 | -0.4 | 1 | 2 | -7 | 1 | 0 | 0.4
Cc1ccc(-n2ncc3c(N4CCN(C)CC4)ncnc32)cc1C | 10 | 13 | 0.5 | 0 | 3 | x | -16 | -6 | -0.4
N/C(=N\OC(=O)c1ccc(Br)o1)c1cccnc1 | -5 | -5 | -2.3 | -7 | 2 | 9 | 2 | 3 | 0.0
COc1ccc(-c2cnc(NCc3cc4c(cc3[N+](=O)[O-])OCO4)n2C)cc1 | 0 | -10 | 0.1 | 0 | 8 | -11 | -9 | -9 | -0.6
O=C(O)c1ccc(/C=N/N2CCN(Cc3cccc4ccccc34)CC2)cc1 | 28 | -1 | -0.7 | 7 | 1 | -19 | -12 | -2 | 0.0
Cc1ccc(C)c(CSc2nnc(C)n3c2cc2sccc23)c1 | 3 | 1 | 0.0 | 3 | 3 | x | 15 | 7 | -0.1
CCOC(=O)c1c(C)[nH]c(C(=O)CN2C(=O)NC(C)(c3ccc4ccccc4c3)C2=O)c1C (stereo not drawn) | 5 | 15 | 0.5 | 5 | 3 | -14 | 9 | -6 | 0.5
O=C(CNS(=O)(=O)c1ccccc1)OCC(=O)c1c[nH]c2ccccc12 | 1 | -5 | 0.0 | 3 | 2 | 6 | -22 | -9 | 0.3
CCOC(=O)CCn1c(=O)c2cccn2c2cccnc21 | 9 | -10 | 0.0 | -3 | 3 | x | 3 | -2 | -0.2
CC(C)c1ccc(NC(=O)C[n+]2ccn(C3=C([O-])c4ccccc4C3=O)c2)cc1 | -2 | -9 | -0.6 | -16 | 0 | 1 | 1 | -2 | 0.1
CCOc1cc(/C=C2\N=C(C)OC2=O)cc(Br)c1OCC(=O)OC | 0 | 3 | -1.4 | -2 | 2 | -22 | -3 | 15 | 0.0
COc1ccccc1CCCNC(=O)C1CCC(=O)N(CCCN2CCCC2=O)C1 (stereo not drawn) | -1 | 3 | 0.7 | -6 | 1 | 0 | -9 | -12 | 0.4
COC(=O)c1[nH]c2ccccc2c1NC(=O)CN1CCN(c2cccc(Cl)c2)CC1 | 2 | 4 | 0.4 | -6 | 5 | -5 | -2 | -11 | -1.1
CC(=O)c1cc(C(=O)N2CCCC(CCC(=O)N(C)CCc3ccccn3)C2)cs1 (stereo not drawn) | 2 | -4 | -1.1 | -2 | 1 | -7 | -13 | 2 | -0.1
Cc1ccc(NS(=O)(=O)c2ccc(C(=O)N3CCCCCC3)cc2)cc1 | -5 | 14 | 3.5 | -9 | 31* | 27 | -8 | 3 | 0.5
